Assay outcomes as filed in PubChem.
hgDAF-12 ag = agonists of H. glycines DAF-12 nuclear receptor. HEK293 GAL4-hgDAF12 UAS-luciferase reporter, agonist luminescence; normalized to butyrate control. activation, % at 6.8 µM. 370,000 tested, 1.8% active. AID 687014;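 active = activation above a cutoff set at the mean of all screened compounds plus 3 SD, cut at about 10% in these data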;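 note: 0% = DMSO wells and 100% = sodium butyrate wells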
MBD2 inh = blocks human MBD2 binding to methylated DNA. Q9UBB5. TR-FRET, MBD2 binding to methylated oligonucleotide. inhibition, % at 4.4 µM. 370,000 tested, 0.31% active. AID 686964; in the data active = inhibition above about 13%
ssDAF-12 act = activators of S. stercoralis DAF-12 nuclear receptor. HEK293 ssDAF-12/GRIP1 lit1-tk-luc reporter, luminescence; % of 3 µM dafachronic acid response. activation, % at 6.8 µM. 370,000 tested, 1% active. AID 652126;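 active = activation above the mean over all tested compounds plus 3 SD, cut at about 0.9% in these data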;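 note: 0% = DMSO-only wells and 100% = 3 µM delta7-dafachronic acid wells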
DAX1 inh-1 = inhibitors of human orphan nuclear receptor DAX1 (NR0B1) | P51843 | inhibition, % at 6.75 µM | HEK293 Gal4-DAX1 luciferase reporter, luminescence | 340,000 tested, 0.99% active | AID 504766;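 active = inhibition above the mean over all tested compounds plus 3 SD, cut at about 4.2% in these data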;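 note: 0% = DAX1-transfected cells with DMSO and 100% = empty-vector control cells with DMSO; inhibition shows as a rise in luminescence from relieved DAX1 repression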
Target sequence (P51843 207-470 limits assumed): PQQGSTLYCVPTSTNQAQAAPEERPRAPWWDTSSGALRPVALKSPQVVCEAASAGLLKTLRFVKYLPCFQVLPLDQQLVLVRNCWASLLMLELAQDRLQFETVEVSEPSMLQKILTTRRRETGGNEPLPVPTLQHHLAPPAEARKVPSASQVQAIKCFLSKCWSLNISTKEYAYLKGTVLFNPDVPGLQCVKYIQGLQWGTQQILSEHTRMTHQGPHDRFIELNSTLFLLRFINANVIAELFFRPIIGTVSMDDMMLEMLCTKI
PLCg1 inh = inhibitors of human phospholipase C gamma1. purified PLC-gamma1, fluorogenic substrate, fluorescence. inhibition, % at 12.2 µM. 370,000 tested, 0.84% active. AID 720700; in the data active = inhibition above about 9.5%
DAX1 inh-2 = DAX1 (NR0B1) inhibition, primary screen; 370,000 tested, 1.1% active; AID 652010; inhibition, % at 6.8 µM; HEK293T StAR-luciferase reporter, SF-1/DAX-1 repression relief;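 active = inhibition above the mean over all tested compounds plus 3 SD, cut at about 3.6% in these data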;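 note: 0% = DAX-1 cells with DMSO and 100% = cells lacking DAX-1 with DMSO; higher inhibition means more luminescence from relief of DAX-1 repression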
SMARCA2 activ = SMARCA2 function activation, primary screen. MG213 cells, MMTV-luciferase reporter, dexamethasone, overnight. activation, % at 9.1 µM. 370,000 tested, 1% active. AID 652017; in the data active = activation above about 7.8%;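 note: 0% = vehicle wells and 100% = reference activator wells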
ADAM17 inh = inhibitors of human ADAM17. inhibition, % at 6.95 µM. recombinant ADAM17, EDANS/DABCYL FRET peptide cleavage. P78536. 370,000 tested, 0.83% active;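 active = inhibition above the mean of compounds lying between control limits plus 3 SD, set per campaign, cut at about 8.5% in these data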;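 note: 0% = DMSO-only wells as the low control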
Target sequence (P78536 215-824 limits assumed): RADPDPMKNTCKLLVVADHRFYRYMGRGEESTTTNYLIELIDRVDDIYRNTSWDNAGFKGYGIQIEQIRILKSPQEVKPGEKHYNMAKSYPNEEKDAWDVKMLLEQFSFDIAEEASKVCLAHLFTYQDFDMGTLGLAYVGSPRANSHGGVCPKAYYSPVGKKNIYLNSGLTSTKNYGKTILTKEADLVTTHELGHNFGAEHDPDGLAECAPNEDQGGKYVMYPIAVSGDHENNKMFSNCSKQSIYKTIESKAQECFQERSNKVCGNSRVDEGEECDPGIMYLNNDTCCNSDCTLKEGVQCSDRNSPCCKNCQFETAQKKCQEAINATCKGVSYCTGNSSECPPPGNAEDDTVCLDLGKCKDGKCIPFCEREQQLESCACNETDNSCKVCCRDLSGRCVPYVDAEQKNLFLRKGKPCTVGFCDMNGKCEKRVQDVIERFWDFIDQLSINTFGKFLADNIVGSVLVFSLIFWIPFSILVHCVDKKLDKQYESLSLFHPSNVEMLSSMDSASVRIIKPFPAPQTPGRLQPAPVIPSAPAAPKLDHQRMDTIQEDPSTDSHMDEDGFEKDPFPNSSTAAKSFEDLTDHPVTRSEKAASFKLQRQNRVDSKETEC
PLCb3 inh = PLC-beta3 (human) inhibition, primary screen. Q01970. Purified PLC-beta3, fluorogenic substrate, fluorescence. inhibition, % at 12.2 µM. 370,000 tested, 0.18% active; in the data active = inhibition above about 11%;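 note: 0% = median of compound wells on plate and 100% = full blocker control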
hcDAF12 agonist = activates DAF-12 receptor from parasite H. contortus. activation, % at 6.8 µM. HEK293 hcDAF-12 lit1-tk-luc reporter, luminescence; 0% DMSO, 100% Δ7-dafachronic acid. 370,000 tested, 1.4% active;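 active = activation above the mean of all tested compounds plus 3 SD, cut at about 5.5% in these data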;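 note: 100% = response to 3 µM Δ7-dafachronic acid high control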
Rev-erbA mod = modulates human Rev-erb alpha binding to DNA; activity, % at 10 µM; Rev-erbα–FITC-DNA binding, fluorescence polarization, 90 min; 370,000 tested, 0.79% active; AID 1259318; P20393;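 active = activity above about 14%, limit read from the data; passing the limit was not always enough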;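 note: 0% = DMSO wells with 35 nM protein and 100% = DMSO wells with 750 nM protein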
An asterisk follows results filed as active; i = inactive; x = not tested or not shown.

nr	molecule	hgDAF-12 ag	MBD2 inh	ssDAF-12 act	DAX1 inh-1	PLCg1 inh	DAX1 inh-2
1	CCc1nnc2sc(-c3ccc(NC(=O)c4ccc5c(c4)OCCO5)cc3)nn12	-0.6	0	-1.5	-1.7	-6	-0.9
2	O=C(Nc1nc2ccccc2s1)c1c(F)cccc1Cl	7.8	0	0.2	3.1	2	0.8
3	Cn1cnnc1SCc1ccc(C(=O)N/N=C(\CCC(=O)O)c2ccc(C(C)(C)C)cc2)cc1	6.4	-2	-1.0	1.1	-1	-0.6
4	O=C(Nc1nccs1)C1CC=CCC1 (centres undefined)	1.4	-2	-1.1	-1.6	2	0.2
5	Cc1ccc(SCc2cn3ccccc3n2)cc1	10	-3	0.8	0.1	2	1.4
6	O=C(Nc1cccc(Cl)c1)NC1CCS(=O)(=O)C1 (centres undefined)	-0.6	6	-0.7	-0.7	1	-0.3
7	C=CCN1C(=O)C2(OCCCO2)c2cc(C)ccc21	1.2	-2	0.5	0.5	5	-0.2
8	CC(Sc1nc(N)cc(=O)[nH]1)C(=O)Nc1ccc(N2CCOCC2)cc1 (centres undefined)	-0.8	-5	-0.8	0.8	-1	-0.3

nr	SMARCA2 activ	ADAM17 inh	PLCb3 inh	hcDAF12 agonist	Rev-erbA mod
1	0	-11	-7	-1.4	92*
2	0	0	-14	1.2	-2
3	0	4	-4	0.0	6
4	-3	1	-2	-2.6	-1
5	-1	1	3	1.6	-2
6	0	-3	-6	-1.2	-1
7	-2	-1	-3	-1.8	3
8	-4	-3	-1	0.0	1

Ordered by heavy-atom count (low to high): part of the list above
nr	molecule	hgDAF-12 ag	MBD2 inh	ssDAF-12 act	DAX1 inh-1	PLCg1 inh	DAX1 inh-2
4	O=C(Nc1nccs1)C1CC=CCC1 (centres undefined)	1.4	-2	-1.1	-1.6	2	0.2
5	Cc1ccc(SCc2cn3ccccc3n2)cc1	10	-3	0.8	0.1	2	1.4
7	C=CCN1C(=O)C2(OCCCO2)c2cc(C)ccc21	1.2	-2	0.5	0.5	5	-0.2

nr	SMARCA2 activ	ADAM17 inh	PLCb3 inh	hcDAF12 agonist	Rev-erbA mod
4	-3	1	-2	-2.6	-1
5	-1	1	3	1.6	-2
7	-2	-1	-3	-1.8	3

Rewritten bar-delimited: four of the compounds above.
entry | compound | hgDAF-12 ag | MBD2 inh | ssDAF-12 act | DAX1 inh-1 | PLCg1 inh | DAX1 inh-2 | SMARCA2 activ | ADAM17 inh | PLCb3 inh | hcDAF12 agonist | Rev-erbA mod
3 | Cn1cnnc1SCc1ccc(C(=O)N/N=C(\CCC(=O)O)c2ccc(C(C)(C)C)cc2)cc1 | 6.4 | -2 | -1.0 | 1.1 | -1 | -0.6 | 0 | 4 | -4 | 0.0 | 6
4 | O=C(Nc1nccs1)C1CC=CCC1 (centres undefined) | 1.4 | -2 | -1.1 | -1.6 | 2 | 0.2 | -3 | 1 | -2 | -2.6 | -1
5 | Cc1ccc(SCc2cn3ccccc3n2)cc1 | 10 | -3 | 0.8 | 0.1 | 2 | 1.4 | -1 | 1 | 3 | 1.6 | -2
6 | O=C(Nc1cccc(Cl)c1)NC1CCS(=O)(=O)C1 (centres undefined) | -0.6 | 6 | -0.7 | -0.7 | 1 | -0.3 | 0 | -3 | -6 | -1.2 | -1

(listing goes on)
nr	molecule	hgDAF-12 ag	MBD2 inh	ssDAF-12 act	DAX1 inh-1	PLCg1 inh	DAX1 inh-2
9	Cc1ccc(CNC(=O)Cn2ncn3cccc3c2=O)cc1	1.6	-3	-0.4	0.8	3	1.7
10	CCCCC(CCC(=O)O)(C(=O)OCC)c1csc(Nc2ccc(C)cc2)n1 (centres undefined)	-0.7	-5	-1.2	1.1	-6	-0.1
11	CCn1c(SCC(=O)Nc2ccccc2Cl)nnc1C1CC1	-1.0	-4	-1.0	-1.0	0	-0.1
12	CC(C)(C)NC(=O)C(c1ccncc1)n1c(=O)c(-c2ccco2)nc2ccccc21 (centres undefined)	1.7	-7	-0.6	x	-78	0.1
13	COC(=O)[C@@]12C[C@@H](CC(=O)NCc3ccc(C)o3)C(=O)N(Cc3ccccc3)C1=CCC(C)(C)C2	-2.2	3	-1.1	x	3	-0.8
14	Cc1ccc(S(=O)(=O)n2nccc2-c2c(-c3ccc(Cl)cc3)noc2C)cc1	0.0	-1	-2.1	x	2	0.8
15	COc1ccc(S(=O)(=O)N2CCCC2CNC(=O)C(=O)Nc2ccc(C)cc2)cc1 (centres undefined)	-0.2	-5	-1.4	0.0	7	-1.5
16	O=C(Nc1ccccc1)c1ccccc1CSc1ccccc1	-0.1	4	-0.7	1.7	-1	0.3

nr	SMARCA2 activ	ADAM17 inh	PLCb3 inh	hcDAF12 agonist	Rev-erbA mod
9	3	-3	0	-0.9	-2
10	-1	0	-2	-2.1	-2
11	-2	-3	-1	0.5	0
12	-3	-27	-104	1.4	0
13	-5	-1	1	-1.2	4
14	-4	3	-2	-0.4	13
15	-3	6	-3	-3.1	1
16	0	-4	1	0.9	-3

Next part
nr	molecule	hgDAF-12 ag	MBD2 inh	ssDAF-12 act	DAX1 inh-1	PLCg1 inh	DAX1 inh-2
17	O=C(NCc1cccnc1)/C(=C\c1ccc(-c2ccc(Cl)c(Cl)c2)o1)S(=O)(=O)c1ccccc1	-0.8	-4	-1.0	-6.0	2	-0.8
18	Nc1nc2ncccn2c1-c1ccc(F)c(F)c1	-1.1	3	-0.5	x	i	-0.6
19	O=[N+]([O-])c1cccc2[nH]c(CNc3nc(N4CCOCC4)nc4c3ncn4-c3ccsc3)nc12	-10.0	-6	-2.5	x	-1	x
20	O=c1c2ccccc2[nH]c(=S)n1Cc1cccs1	-0.4	0	-1.3	1.0	0	0.1
21	C=CCN(C(C(=O)OC)C(C)C)S(=O)(=O)CCNCc1ccccc1 (centres undefined)	-1.9	3	-0.3	0.0	2	-0.3
22	COc1ccc(CNCc2ccc([N+](=O)[O-])cc2)cc1OC	1.8	-3	-0.2	0.2	2	-0.1
23	COc1ccc(S(=O)(=O)N2CCN(C)CC2)cc1NC(=O)c1ccccc1F	-0.5	8	-1.0	-0.6	0	0.3
24	CCOc1ccc(-c2cc(C(=O)Nc3ccc(C)c(NS(C)(=O)=O)c3)[nH]n2)c(C)c1	-4.0	2	-2.3	x	3	-4.8

nr	SMARCA2 activ	ADAM17 inh	PLCb3 inh	hcDAF12 agonist	Rev-erbA mod
17	0	-3	4	-1.3	-6
18	-2	-72	i	0.7	-1
19	x	5	0	-6.1	-7
20	2	6	0	0.4	3
21	2	-1	5	-0.8	1
22	-1	0	-7	-1.4	-7
23	-3	-5	-8	0.3	3
24	-3	4	4	-4.1	3

Later entries.
nr	molecule	hgDAF-12 ag	MBD2 inh	ssDAF-12 act	DAX1 inh-1	PLCg1 inh	DAX1 inh-2
25	O=C(O)c1ccc2c(=O)n3c(nc2c1)/C(=C/c1cccc(O)c1)CC3	-1.2	-3	-0.5	2.1	-7	0.4
26	CCCS(=O)(=O)N1CCN(C(=O)c2cccs2)CC1	-0.5	1	0.2	1.4	1	0.3
27	O=C(c1ccc(F)cc1)N1CCN(C2CCCCC2)CC1	-2.9	-2	-1.1	0.8	0	0.4
28	COC(=O)N1CCCCC1c1cc(C(=O)Nc2cccc3c2CCCC3)no1 (centres undefined)	-1.2	1	-1.7	x	6	-1.9
29	CCn1cnc2c(Nc3cc(F)cc(F)c3)nc(C#N)nc21	-1.8	-2	-0.3	-0.4	-4	0.1
30	C(=C\c1ccccc1)/C=N/N1CCN(Cc2ccccc2)CC1	4.5	5	-0.8	0.7	0	0.3
31	O=C(COc1ccc(/C=N/NC(=O)CSCc2ccc([N+](=O)[O-])cc2)cc1)NCc1ccco1	-1.2	-1	-1.8	-1.3	3	-1.2
32	COc1cc(C(=O)Nc2ccc3nc4n(c(=O)c3c2)CCCCC4)cc(OC)c1OC	-1.1	1	-1.2	-1.4	-6	-0.7

nr	SMARCA2 activ	ADAM17 inh	PLCb3 inh	hcDAF12 agonist	Rev-erbA mod
25	4	-3	-18	-0.4	-1
26	0	-3	-2	0.3	1
27	0	-1	1	-1.4	5
28	-1	4	1	-1.8	1
29	2	-1	-3	-1.1	5
30	2	1	-2	0.0	5
31	-5	-3	5	-3.6	-6
32	-1	2	-8	-2.5	-3

Remaining list, next part
nr	molecule	hgDAF-12 ag	MBD2 inh	ssDAF-12 act	DAX1 inh-1	PLCg1 inh	DAX1 inh-2
33	CCN(C(=O)CSc1ncn[nH]1)C1CCCCC1	-0.9	7	-1.8	-0.8	7	-1.4
34	COC(=O)[C@@]1(Cc2ccc(F)cc2)[C@H]2c3cc(C(=O)N4CCCC4)n(CCO)c3C[C@H]2CN1C(=O)c1ccccc1	-1.7	-1	-1.2	x	-5	0.8
35	O=C(CCCc1nc(-c2ccccc2Cl)no1)NC1CCCCC1	-2.9	-3	-1.1	0.6	7	-0.3
36	CCOC(=O)C1CC(=O)c2ccccc2C1c1ccccc1 (centres undefined)	0.9	3	-1.2	-0.1	-1	-0.4
37	O=C(Cn1nnc(-c2cccc(C(F)(F)F)c2)n1)N1CCOCC1	1.6	-8	-1.8	0.1	-3	-0.1
38	COc1ccc(CNC(=O)CN(C(=O)c2csnn2)c2ccc3c(c2)OCCO3)cc1	1.4	-1	-0.7	-0.5	4	-0.1
39	COc1ccc(S(=O)(=O)N(CC(=O)O)c2ccccc2)cc1	1.4	1	-1.2	-0.3	1	0.2

nr	SMARCA2 activ	ADAM17 inh	PLCb3 inh	hcDAF12 agonist	Rev-erbA mod
33	-4	-4	-5	-0.9	1
34	2	-2	-1	-3.0	-1
35	0	4	2	-0.6	-1
36	4	-7	1	-1.0	0
37	1	-1	0	-0.2	1
38	0	4	0	3.3	0
39	-1	-6	-3	-0.6	0
